Pol kappa inh: qHTS for Inhibitors of Polymerase Kappa; AID 588579, 2011; Potency, µM (titrated, usually from 107 µM), without a hit: at the highest dose activity, negative = inhibition, usual class: inhibitors; 400,000 compounds, 0.53% hits; purified Pol kappa, fluorescent DNA synthesis assay, 10 min; further: potency means the concentration at half of the fitted maximal effect; on the % scale 0 is the no-effect control and ±100 the full control effect
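First, compounds were pin-transferred onto 10 nM Pol kappa. After 15 min at room temperature, substrate was added to 50 nM final. Fluorescence was then measured kinetically at 0 and 10 min.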
APE1 inh: qHTS Assay for Inhibitors of the Human Apurinic/apyrimidinic Endonuclease 1 (APE1); recombinant APE1, TAMRA/BHQ-2 abasic DNA cleavage fluorescence; Potency, µM (titrated, usually from 65.8 µM), for inactives: at the highest dose activity change, negative = inhibition, most hits filed as inhibitors; 350,000 compounds, 0.35% hits;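 further: potency means the concentration at half of the fitted maximal effect; plate controls were vehicle for no effect and reference inhibitor for full effect; nearly all actives have a fitted effect of over 55% in size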
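Step 1: APE1 (0.75 nM) with compound, 15 min RT. Step 2: add 50 nM fluorophore/quencher THF duplex. Step 3: three fluorescence reads 60 s apart (525/598 nm); read 3 minus read 1 = reaction progress.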
LDHA block: qHTS assay for inhibitors of human lactate dehydrogenase | 480,000 compounds, 0.15% hits | purified LDHA, NADH/diaphorase-resazurin fluorescence; stronger effect = lower value | activity change, % (values are at about 110 or 230 µM); in the data active means activity change below about -30%; inconclusive means mostly about -25% to -30%;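 further: plate controls were DMSO wells for no effect and wells without enzyme for full effect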
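Resorufin fluorescence (ex540/em590), read at 0 and 20 min after diaphorase/resazurin addition, reports the NADH left after a 5 min room-temperature reaction of 2 nM human LDH5 with 0.06 mM NADH and 0.2 mM pyruvate.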
BLM inh: qHTS Assay for Inhibitors of Bloom's syndrome helicase (BLM); RecQ-like DNA helicase BLM (Homo sapiens), P54132; recombinant BLM DNA unwinding, fluorescence dequenching; Potency, µM (highest dose often 56.1 µM), inactives show at the top dose activity change, negative = inhibition, actives largely listed as inhibitors; 350,000 compounds, 0.2% hits;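 further: potency means the concentration at half of the fitted maximal effect; plate controls were vehicle for no effect and no enzyme for full effect; nearly all actives have a fitted effect of over 35% in size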
Anesthetic bind: qHTS Assay for Identification of Novel General Anesthetics. Ferritin light chain (Equus caballus), P02791. apoferritin/1-aminoanthracene competitive binding, fluorescence. Potency, µM (titrated, usually from 77.5 µM), for the others: top-dose activity change, negative = displacement, most hits filed as inhibitors. 350,000 compounds, 0.074% hits. AID 485281, 2010; further: potency means the concentration at half of the fitted maximal effect; on the % scale 0 is the no-effect control and ±100 the full control effect; nearly all actives have a fitted effect of over 20% in size
Target sequence (P02791 2-175 limits assumed): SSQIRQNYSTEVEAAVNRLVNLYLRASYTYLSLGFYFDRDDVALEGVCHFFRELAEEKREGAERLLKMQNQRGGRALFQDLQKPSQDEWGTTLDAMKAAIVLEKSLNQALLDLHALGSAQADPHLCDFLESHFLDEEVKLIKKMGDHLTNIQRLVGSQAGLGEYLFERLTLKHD
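Read-out: endpoint 1-AMA fluorescence, excitation 380 nm and emission 535 nm, after compounds sit 10 min at room temperature with 10 uM horse-spleen apoferritin in 50% saturated 1-AMA/PBS. Values come from four-parameter Hill fits.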
POLB inh: qHTS Assay for Inhibitors of DNA Polymerase Beta; P06746; Pol beta primer extension/strand displacement, fluorescence kinetic; Potency, µM (top dose mostly 114 µM), for the others: at the top dose activity change, negative = inhibition, actives largely listed as inhibitors; 340,000 compounds, 1.3% hits; AID 485314, 2010; further: potency means the concentration at half of the fitted maximal effect; on the % scale 0 is the no-effect control and ±100 the full control effect
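10 nM enzyme + cpd, 15 min RT; start with substrate 50 nM final; read 0 min and after 10 min RT. Corrected, normalized data; 4-parameter Hill curve fit.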
Glioma ERSR ind: qHTS for Inducers of the Endoplasmic Reticulum Stress Response (ERSR) in Human Glioma: qHTS. U87-MG GRP78 promoter luciferase reporter, 16 h. AID 602332, 2012. Potency, µM, for the others: top-dose activation, most hits filed as activators. 420,000 compounds, 0.02% hits; further: potency means the concentration at half of the fitted maximal effect; series mostly up to about 76 µM; % of control where 0% means no effect; nearly all actives have a fitted effect of over 35% in size
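ERSR induction read as luciferase luminescence (Bright-Glo, 10 min at room temperature) in stably transfected human U87-MG glioma cells exposed to compounds for 16 h, using GRP78 as sensor.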
POLI inh: qHTS for Inhibitors of Polymerase Iota. 390,000 compounds, 1% hits. Pol iota fluorescent replication assay, 10 min. Potency, µM (doses to about 115 µM), inactives show at the highest dose activity, negative = inhibition, hits mostly inhibitors. DNA polymerase iota (Homo sapiens), Q9UNA4; further: potency means the concentration at half of the fitted maximal effect
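Pol iota at 10 nM preincubated 15 min with compounds at room temperature; reaction started with fluorescent substrate, 50 nM final. Fluorescence read kinetically at 0 and 10 min; buffer-only wells as negative control.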
Pol eta inh: qHTS for Inhibitors of Polymerase Eta. DNA polymerase eta (Homo sapiens), Q9Y253. recombinant Pol eta, fluorescent DNA replication assay. Potency, µM (doses to about 114 µM), inactives show top-dose activity change, negative = inhibition, most hits filed as inhibitors. 390,000 compounds, 1.2% hits; further: potency means the concentration at half of the fitted maximal effect; on the % scale 0 is the no-effect control and ±100 the full control effect
Target sequence (Q9Y253 whole entry, looked up): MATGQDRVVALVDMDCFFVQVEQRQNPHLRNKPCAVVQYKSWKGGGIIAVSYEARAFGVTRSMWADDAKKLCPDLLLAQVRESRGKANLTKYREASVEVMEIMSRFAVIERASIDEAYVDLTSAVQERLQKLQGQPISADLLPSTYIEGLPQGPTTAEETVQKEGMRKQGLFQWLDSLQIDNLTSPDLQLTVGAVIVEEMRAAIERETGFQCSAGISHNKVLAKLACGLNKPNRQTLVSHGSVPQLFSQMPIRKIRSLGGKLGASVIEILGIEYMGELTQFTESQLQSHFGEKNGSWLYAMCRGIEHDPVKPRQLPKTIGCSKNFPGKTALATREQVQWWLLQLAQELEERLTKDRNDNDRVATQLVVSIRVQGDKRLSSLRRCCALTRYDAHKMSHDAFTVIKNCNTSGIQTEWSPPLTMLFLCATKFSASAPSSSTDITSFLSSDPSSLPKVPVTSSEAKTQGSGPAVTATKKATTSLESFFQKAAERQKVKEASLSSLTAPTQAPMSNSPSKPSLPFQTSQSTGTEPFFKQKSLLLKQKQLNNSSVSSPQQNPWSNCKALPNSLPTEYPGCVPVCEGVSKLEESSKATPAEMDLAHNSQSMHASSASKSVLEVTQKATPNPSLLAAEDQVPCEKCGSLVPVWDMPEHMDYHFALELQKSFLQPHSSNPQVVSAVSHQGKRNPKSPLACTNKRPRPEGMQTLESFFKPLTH
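Pol eta (10 nM) was preincubated with compounds for 15 min at room temperature, after which fluorescent replication substrate (50 nM final) was added to start the reaction. Fluorescence was read kinetically at 0 and 10 min.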
* marks the source's active call; other numbers are inactive results; & = joins results of further samples; [ ] = dose if it differs, or a comment. Unless noted, the call rests on the fitted dose curve; in most records, active means well fitted curve in the direction sought with a large enough effect; inconclusive means small, poorly fitted or top-dose-only effect, or another doubt; inactive means no such curve, though single readings can be large; an effect the other way counts as inactive or inconclusive. Only part of the results is shown. The share of hits here may be higher or lower than overall.

Results for CCOC(=O)CSc1nnc(SCCN2C(=O)c3ccccc3C2=O)s1 ?
Pol kappa inh: -14%; APE1 inh: -2%; LDHA block: 3; BLM inh: -2%; Anesthetic bind: inconclusive; POLB inh: -14%; Glioma ERSR ind: inconclusive; POLI inh: -2%; Pol eta inh: -9%

What do the screens show for `O=C(O)c1ccccc1NCN1C(=O)C2CC=C(Cl)CC2C1=O` (stereo unspecified)?
Pol kappa inh: 12%; APE1 inh: -3%; LDHA block: -1; BLM inh: -5%; Anesthetic bind: -14%; POLB inh: -3%; Glioma ERSR ind: -3%; POLI inh: 3%; Pol eta inh: -11%

What do the screens show for `COc1cccc(CNC(=O)c2ccc(NC(=O)CC3SC(N4CCCCC4)=NC3=O)cc2)c1` (stereo unspecified)?
Pol kappa inh: -16%; APE1 inh: -8%; LDHA block: -5; Glioma ERSR ind: -1%; POLI inh: -7%; Pol eta inh: -12%

What do the screens show for `Cc1ccc(Nc2nc(-c3ccc(S(=O)(=O)N4CCCC4)cc3)cs2)cc1C`?
Pol kappa inh: -3%; APE1 inh: 3%; LDHA block: 5&-4; BLM inh: -7%; Anesthetic bind: -1%; POLB inh: 7%; Glioma ERSR ind: 0%; POLI inh: -8%; Pol eta inh: -12%

Results for O=C(Nc1nnc(CC2=CCCCC2)s1)Nc1ccccc1F ?
Pol kappa inh: -6%; APE1 inh: -1%; LDHA block: 3; BLM inh: -3%; Anesthetic bind: -9%; POLB inh: 10%; Glioma ERSR ind: 6%; POLI inh: 53%[activator]; Pol eta inh: -3%

What do the screens show for `CCCc1cc(C(=O)OC)c(NC(=O)CCCC(=O)O)s1`?
Pol kappa inh: 6%; APE1 inh: 1%; LDHA block: -6; BLM inh: -1%; Anesthetic bind: -8%; POLB inh: -2%; Glioma ERSR ind: -4%; POLI inh: -19%; Pol eta inh: inconclusive

What do the screens show for `CN(C)CCCNc1nccc(N2CCN(C)CC2)n1`?
Pol kappa inh: 1%; LDHA block: 1; Glioma ERSR ind: -4%; POLI inh: 56%[activator]

What do the screens show for `C/C(Cl)=C\Cn1c(Nc2ccccc2)nc2c1c(=O)n(C)c(=O)n2C`?
Pol kappa inh: 0%; APE1 inh: -2%; LDHA block: -1; BLM inh: -1%; Anesthetic bind: -10%; POLB inh: 39%; Glioma ERSR ind: -5%; POLI inh: -9%; Pol eta inh: 4%

How did COc1ccc(N2CCN(C(=O)Cn3nnc(-c4ccc(N(C)C)cc4)n3)CC2)cc1 do in these assays?
Pol kappa inh: 2%; APE1 inh: 11%; LDHA block: -1; BLM inh: -5%; Anesthetic bind: -3%; POLB inh: -15%; Glioma ERSR ind: -1%; POLI inh: 181%[activator]; Pol eta inh: -12%

How did CC1(C)Cc2cccc(OCC(=O)Nc3ccccc3N3CCOCC3)c2O1 do in these assays?
Pol kappa inh: 0%; APE1 inh: -1%; LDHA block: -1; BLM inh: -1%; Anesthetic bind: -9%; POLB inh: -16%; Glioma ERSR ind: -5%; POLI inh: 22%; Pol eta inh: -10%

Results for CC(=O)Nc1ccc(C(=O)N/C(=C/c2ccccc2)C(=O)N2CCCCC2)cc1 ?
Pol kappa inh: -11%; APE1 inh: 21%; LDHA block: 2; BLM inh: -2%; Anesthetic bind: -7%; POLB inh: 1%; Glioma ERSR ind: -7%; POLI inh: 44%[activator]; Pol eta inh: -6%

How did Cc1ccc(N2C(=O)c3n[nH]c(C)c3C2c2cccnc2)cc1 (stereo unspecified) do in these assays?
Pol kappa inh: -5%; APE1 inh: 4%; LDHA block: -7; BLM inh: 0%; Anesthetic bind: -10%; POLB inh: 1%; Glioma ERSR ind: -5%; POLI inh: 39%[activator]; Pol eta inh: -20%

What do the screens show for `Cc1ccc([N+](=O)[O-])cc1S(=O)(=O)NCCc1c(C)[nH]c2c(C)cccc12`?
Pol kappa inh: -8%; APE1 inh: 0%; LDHA block: -6; BLM inh: 3%; Anesthetic bind: 7%; POLB inh: 3%; Glioma ERSR ind: -3%; POLI inh: 10%; Pol eta inh: -1%

Results for NS(=O)(=O)c1ccc(CNC(=O)c2cc(S(=O)(=O)N3CCOCC3)c(Cl)cc2Cl)cc1 ?
Pol kappa inh: 3%; APE1 inh: 52%[activator]; LDHA block: 0; Glioma ERSR ind: -2%; POLI inh: 44%[activator]; Pol eta inh: -14%

How did Cc1ccc(N2CC(C(=O)Nc3nnc(C)s3)CC2=O)cc1 (stereo unspecified) do in these assays?
Pol kappa inh: -8%[60.1 µM]; APE1 inh: 2%; LDHA block: 0; BLM inh: -2%; Anesthetic bind: -5%; POLB inh: -2%; Glioma ERSR ind: -4%; POLI inh: 42%; Pol eta inh: -12%

What do the screens show for `Cc1ccc(CCNC(=O)CCn2nc(-c3ccc(Cl)cc3)ccc2=O)cc1`?
Pol kappa inh: -4%[60.1 µM]; LDHA block: 1; BLM inh: 0%; Anesthetic bind: -13%; POLB inh: 15%; Glioma ERSR ind: -3%; POLI inh: 20%; Pol eta inh: 1%

Results for CCOc1ccc(S(=O)(=O)N(C)CC(=O)N2CCCC2)cc1 ?
Pol kappa inh: 0%; APE1 inh: 18%; LDHA block: -2; BLM inh: -2%; Anesthetic bind: -2%; POLB inh: 9%; Glioma ERSR ind: -3%; POLI inh: 11%; Pol eta inh: -1%

What do the screens show for `Nc1cc(S(=O)(=O)c2ccc(O)c(N)c2)ccc1O`?
Pol kappa inh: -17%; APE1 inh: -3%; LDHA block: 3; BLM inh: -9%; Anesthetic bind: 2%; POLB inh: 3%; Glioma ERSR ind: -3%; POLI inh: -3%; Pol eta inh: -8%

What do the screens show for `CCNC(=O)C1CCN(c2nnc(C)c3c(C)n(-c4ccc(OC)cc4)nc23)CC1`?
Pol kappa inh: 4%; LDHA block: 1; BLM inh: -3%; Anesthetic bind: -13%; POLB inh: 5%; Glioma ERSR ind: -1%; POLI inh: -2%; Pol eta inh: -11%

Results for O=C(N/N=C\c1cc2c(cc1[N+](=O)[O-])OCO2)c1cccs1 ?
Pol kappa inh: 3%; APE1 inh: 47%[activator]; LDHA block: 0; BLM inh: 0%; Anesthetic bind: -11%; POLB inh: 36%; Glioma ERSR ind: -5%; POLI inh: 51%[activator]; Pol eta inh: -4%

Results for Cc1nc(-c2ccc(S(=O)(=O)N3CCN(c4cc(Cl)ccc4C)CC3)cc2)co1 ?
Pol kappa inh: -15%[60.1 µM]; LDHA block: -2; BLM inh: -16%; Anesthetic bind: -5%; POLB inh: 4%; Glioma ERSR ind: -2%; POLI inh: 3%; Pol eta inh: -21%

How did CCC(=O)c1ccc(OCC(=O)Nc2cc(S(=O)(=O)N3CCCCC3)ccc2OC)cc1 do in these assays?
Pol kappa inh: 4%; APE1 inh: -1%; LDHA block: -3; BLM inh: -3%; Anesthetic bind: 2%; POLB inh: -11%; Glioma ERSR ind: -3%; POLI inh: 12%; Pol eta inh: -15%

Results for COC(=O)c1c(NC(=O)CSc2nc(-c3ccco3)cc(C(F)(F)F)n2)sc2c1CCCC2 ?
Pol kappa inh: -6%; APE1 inh: 2%; LDHA block: 2; BLM inh: 1%; Anesthetic bind: -7%; POLB inh: 1%; Glioma ERSR ind: -3%; POLI inh: -4%; Pol eta inh: 1%

Results for CC(C)CCn1c(CN2CCN(C(=O)c3ccco3)CC2)nc2c1c(=O)n(C)c(=O)n2C ?
Pol kappa inh: 1%; APE1 inh: 1%; LDHA block: 0; BLM inh: -1%; Anesthetic bind: -10%; POLB inh: 82%; Glioma ERSR ind: -1%; POLI inh: 15%; Pol eta inh: -15%

Results for CC(=O)c1[nH]c(C)c(C(=O)NCCc2ccc(C)cc2)c1C ?
Pol kappa inh: 0%; LDHA block: 3; BLM inh: -6%; Anesthetic bind: 3%; POLB inh: 6%; Glioma ERSR ind: -1%; POLI inh: -3%; Pol eta inh: -9%

How did COc1cc(C(=S)N2CCOCC2)ccc1OC(=O)c1cc(OC)c(OC)c(OC)c1 do in these assays?
Pol kappa inh: 2%; APE1 inh: 30%; LDHA block: -7; BLM inh: -3%; Anesthetic bind: 4%; POLB inh: 16%; Glioma ERSR ind: -2%; POLI inh: 3%; Pol eta inh: -10%

Results for Cc1cc(NC(=O)c2ccc(F)cc2)n(-c2ccccn2)n1 ?
Pol kappa inh: 2%; APE1 inh: -3%; LDHA block: -1; BLM inh: 2%; Anesthetic bind: -16%; POLB inh: 31%; Glioma ERSR ind: -5%; POLI inh: 115%[activator]; Pol eta inh: -7%

Grouped by structure: those above with a thiophene ring, fused or not
What do the screens show for `CCCc1cc(C(=O)OC)c(NC(=O)CCCC(=O)O)s1`?
Pol kappa inh: 6%; APE1 inh: 1%; LDHA block: -6; BLM inh: -1%; Anesthetic bind: -8%; POLB inh: -2%; Glioma ERSR ind: -4%; POLI inh: -19%; Pol eta inh: inconclusive

Results for O=C(N/N=C\c1cc2c(cc1[N+](=O)[O-])OCO2)c1cccs1 ?
Pol kappa inh: 3%; APE1 inh: 47%[activator]; LDHA block: 0; BLM inh: 0%; Anesthetic bind: -11%; POLB inh: 36%; Glioma ERSR ind: -5%; POLI inh: 51%[activator]; Pol eta inh: -4%

Results for COC(=O)c1c(NC(=O)CSc2nc(-c3ccco3)cc(C(F)(F)F)n2)sc2c1CCCC2 ?
Pol kappa inh: -6%; APE1 inh: 2%; LDHA block: 2; BLM inh: 1%; Anesthetic bind: -7%; POLB inh: 1%; Glioma ERSR ind: -3%; POLI inh: -4%; Pol eta inh: 1%

Bioassay records from PubChem.
